Bioassay records as filed in PubChem.
PglD DTNB – PglD (C. jejuni) enzyme inhibition; purified PglD enzyme, DTNB colorimetric CoA detection; inhibition, % at 12.5 µM; 360,000 tested, 0.098% active; in the data active = inhibition above about 16%, passing the limit was not always enough; also: strong numbers were not always called active
* hit, by the source's call. This is a subset; the hit share may differ from the screen's.

SMILES	PglD DTNB
Fc1ccccc1-n1[nH]nnc1=S	10.3
Cc1ccccc1Cn1cnc2c(cnn2C(C)(C)C)c1=O	-5.4
O=C1C(=O)N(CCN2CCOCC2)C(c2ccccn2)/C1=C(/O)c1ccc(F)cc1 (stereo unspecified)	1.8
COc1ccc(CNC(=O)C2CSCCS2)cc1 (stereo unspecified)	-4.2
COc1ccc(/C=N/NC(=O)CN2CCSCC2)cc1C	-2.3
Cc1cc(Cl)c(S(=O)(=O)Nc2ccon2)cc1OCC(=O)NC1CCCCC1	-4.2
O=C(Cc1ccccc1)Nc1c[nH]c(=O)[nH]c1=O	-4.6
CCC1CCCCN1C(=O)CSc1nnc(-c2ccc(Cl)s2)o1 (stereo unspecified)	-1.5
O=C(O)CCC(=O)Nc1ccc(F)cc1	-1.6
CCC(C)(C)NC(=O)C(OC(=O)c1ccco1)c1ccccc1OC (stereo unspecified)	-2.9
O=C(Nc1cccc([N+](=O)[O-])c1)c1ccc2nc(N3C(=O)CCC3=O)sc2c1	-4.8
COc1ccc(CNC(=O)CN(CC2CCCO2)C(=O)CNS(=O)(=O)c2ccc(F)cc2)cc1 (stereo unspecified)	1.8
CN(c1ccccc1)S(=O)(=O)c1cccc(NC(=O)Cc2c(F)cccc2Cl)c1	6.7
CC(C)=C1SC(N2CCN(Cc3ccccc3)CC2)=NC1=O	1.7
COc1ccc(C(=O)N2CCSC2=S)cc1OC	1.7
OCCN1CCN(C(=S)c2ccc(Cl)c(Cl)c2)CC1	-2.2
Cn1c(=O)cc(SCC(=O)NCCCN2CCOCC2)c2ccc(Cl)cc21	-3.8
COc1ccc2cnn(CCOc3ccccc3)c(=O)c2c1OC	-1.9
CCN(C(=O)CN(C)Cc1cccc(Cl)c1Cl)c1c(N)n(Cc2ccccc2)c(=O)[nH]c1=O	2.6
Cc1nc2ccc(Cl)cc2c(-c2ccccc2Cl)c1CC(=O)O	2.1
C=CCS(=O)(=O)c1nc2ccccc2s1	-3.9
CCOC(=O)c1ccc2c(c1)n(CCO)c(C)[n+]2CC	0.5
N#CCCN/N=C(/Cc1nc2ccccc2[nH]1)c1cccc(Cl)c1	1.3
COc1cnc(SCc2ccc(Cl)cc2Cl)nc1Cl	-2.6
CCOc1ccc(C2C(C#N)=C(N)SC(N)=C2C#N)c(OCC)c1	-2.9
CCOc1ccccc1OCCOc1ccccc1OC(C)C	5.5
COC(=O)c1cn(NC(=O)/C=C/c2ccc(OC)c(OC)c2)c(=O)c2ccccc12	0.5
COc1ccc(C(=O)CN2C(=O)C(C)(C)Oc3ccc(C(=O)N4CCCCCC4)cc32)cc1	-3.4
CCOC(=O)N1CCN(C(=O)COc2ccc3c(c2)C(=O)CC2(CCN(C(C)=O)CC2)O3)CC1	-0.6
Cc1ccc(N2C(=O)c3n[nH]c(C)c3C2c2ccccn2)cc1 (stereo unspecified)	2.6
S=C(Nc1ccc(OCc2ccccc2)cc1)Nc1cccc(Cl)c1Cl	-0.6
CN1/C(=C\C(=O)COC(=O)Cn2nnc(-c3ccccc3)n2)C(C)(C)c2ccccc21	-1.7
O=C(NNC(=O)C12CC3CC(CC(C3)C1)C2)c1cnccn1	-1.9
O=C(CCC(=O)c1ccc(F)cc1)Nc1cccnc1	4.6
COc1ccc(CCn2nnnc2C(C(C)C)N2CCN(c3ncccn3)CC2)cc1OC (stereo unspecified)	-2.2
CC(=O)Nc1ccccc1C(=O)C(=O)O	3.5
CN1CC(=O)N(C)c2ncn(Cc3ccccc3)c2C1=O	2.1
O=C(NCc1cccnc1)C1CCCN(S(=O)(=O)c2ccc(Br)cc2)C1 (stereo unspecified)	0.3
CCOC(=O)CN(C(=O)CSc1nnc(CNc2ccc(F)cc2)n1CC)c1ccc(F)cc1	3.0
OC(c1ccc(OCc2ccccc2)cc1)c1nnc(-c2ccccc2)o1 (stereo unspecified)	-0.9
CCC(=O)c1coc2ccc(O)cc12	-1.9
CCN(C(=O)COC(=O)c1cc2ccccc2cc1O)C1CCS(=O)(=O)C1 (stereo unspecified)	4.1
COC(=O)/C(=C\c1ccc2c(c1)c1ccccc1n2C)NC(=O)c1ccccc1	-5.2
CC1=C(C(N)=O)C(c2cccs2)n2nc(-c3cccc(C)c3)nc2N1 (stereo unspecified)	5.8
O=C(CN1C(=O)CC(c2ccccc2)=Nc2ccccc21)NCc1ccco1	-1.6

An excerpt of these results, as labelled records.
SMILES: COC(=O)/C(=C\c1ccc2c(c1)c1ccccc1n2C)NC(=O)c1ccccc1
  PglD DTNB: -5.2
SMILES: CN1CC(=O)N(C)c2ncn(Cc3ccccc3)c2C1=O
  PglD DTNB: 2.1

Next part:
SMILES	PglD DTNB
COc1cc(NC(=O)COC(=O)CSc2ccc3ccccc3c2)c(C)cc1[N+](=O)[O-]	-2.2
Cc1nn(Cc2ccc(C(=O)N3c4ccc(F)cc4CCC3C)o2)c(C)c1Br (stereo unspecified)	1.1
CC1=Nn2c(nnc2-c2ccccc2Cl)SC1	-5.3
CCCC1=[N+](CC(=O)c2ccccc2)CCn2c(C)ccc21	1.7
O=[N+]([O-])c1cc(S(=O)(=O)NCCCN2CCOCC2)ccc1Cl	9.3
O=C(NC1=NCCS1)C1COc2ccccc2O1 (stereo unspecified)	3.6
COc1ccc(/C=C/C(=O)Nc2cc(S(=O)(=O)N3CCCCC3)ccc2N2CCCCC2)cc1OC	-8.1
CC(C)OC(=O)/C(=C/c1ccc2c(c1)c1ccccc1n2C)NC(=O)c1ccccc1	-0.6
CCN1CCN(c2c(Cl)cccc2NC(=O)c2ccc3c(c2)OCCO3)CC1	1.3
O=C(Cn1c2ccccc2c(=O)c2ccccc21)N/N=C/c1ccc(N2CCCC2)c([N+](=O)[O-])c1	5.1
c1ccc(SCCN2CCc3ccccc3C2)cc1	-2.6
CCCOc1ccc(N2C(=O)CC(N(CCC)C(=O)CCC(=O)O)C2=O)cc1 (stereo unspecified)	2.6
CCOc1ccc(C(C(=O)NC2CCCCC2)N(C(=O)c2ccco2)c2ccc(-n3cnnn3)c(C)c2)cc1 (stereo unspecified)	3.4
N#CC1=C(N)SC(N)=C(C#N)C1CCc1ccccc1	2.8
Cc1noc(C)c1S(=O)(=O)N1CCCC(C(=O)NCC2CCCO2)C1 (stereo unspecified)	-0.5
CCOC(=O)CSc1nnc(CNc2cccc(Cl)c2)n1C	3.9
Cc1cc(OCCn2ccnc2)ccc1C(C)C	4.5
O=C(CN1C(=O)CSC1=O)NCc1ccccc1	11.3
COc1ccc(C(=O)NN2C(=O)C3C(c4ccccc4)C=CC(c4ccccc4)C3C2=O)cc1 (stereo unspecified)	1.3
COC(=O)c1[nH]c2ccc(C)cc2c1NC(=O)Nc1ccc(OC)cc1	1.2
COc1ccc(OC)c(C(=O)C2COC(=O)C2)c1 (stereo unspecified)	-3.9
CN(C)c1ccc(C2NCC(CCl)O2)cc1 (stereo unspecified)	-6.9
Cc1nn(C)cc1C1C(C#N)=C(N)N(c2ccc(F)c([N+](=O)[O-])c2)C2=C1C(=O)CCC2 (stereo unspecified)	-6.8
Cc1cc(Nc2ccccc2)c2c([N+](=O)[O-])c(C)cc(C)c2n1	1.0
COc1ccccc1NC(=O)CN(c1ccc(C)cc1)S(=O)(=O)c1c(C)n[nH]c1C	-0.4
O=C(N/C=C\c1ccccc1)NCc1ccc(Cl)cc1Cl	-6.3
O=C(CC1c2ccccc2Oc2ccccc21)Nc1ccccc1F	1.6
COC(=O)/C(C#N)=C1/SC=C(C)N1c1ccccc1	-0.9
O=S(=O)(NC1CCCCC1)c1ccc(Cl)nc1	3.1
COC(=O)Nc1sccc1C(=O)Nc1sccc1C(=O)OC	-0.1

Arranged by count of non-hydrogen atoms (highest first): 3 of the compounds above
SMILES	PglD DTNB
Cc1nn(C)cc1C1C(C#N)=C(N)N(c2ccc(F)c([N+](=O)[O-])c2)C2=C1C(=O)CCC2 (stereo unspecified)	-6.8
CCOC(=O)CSc1nnc(CNc2cccc(Cl)c2)n1C	3.9
COC(=O)/C(C#N)=C1/SC=C(C)N1c1ccccc1	-0.9

Next structures.
SMILES	PglD DTNB
Cc1ccc(S(=O)(=O)N=Nc2c(O)[nH]c3ccccc23)cc1C	-1.9
COc1ccc(C2=NN(C(=O)/C=C/c3ccccc3)C(c3ccccc3)C2)c(OC(C)=O)c1 (stereo unspecified)	-2.8
COc1ccc2[nH]cc(CCCN3C(=O)c4ccccc4C3=O)c2c1	5.7
O=C1OC(/C=C/c2ccccc2)=NC/1=C/C=C/c1ccccc1	3.6
CCCOc1ccc(CSC2=NCCN2)cc1[N+](=O)[O-]	1.1
O=C(CN1C(=O)NC(Cc2ccccc2)C1=O)Nc1ccccc1 (stereo unspecified)	-0.9
COc1cc(OC)cc(-n2nnnc2SCC(=O)Nc2ccc(C(C)=O)cc2)c1	0.9
O=C(Nc1ccc(F)cc1)N1CCN(C/C=C/c2ccccc2)CC1	-4.5
COCCNCCCCOc1ccc(C)cc1[N+](=O)[O-]	1.5
CCOC(=O)CSc1snnc1C	1.5
CC(=O)Nc1ccccc1C(=O)N1CCc2ccccc21	0.2
CCOC(=O)c1ccccc1NC(=O)/C(C)=C/C(=O)O	2.6
CCOC(=O)c1nnc(-c2ccc(C)cc2)nc1Oc1ccccc1Cl	1.5
COC(=O)c1ccc(CSc2nnc(CNC(=O)COc3ccc(Cl)cc3)o2)o1	-2.2
CCc1ccc(C(=O)NC(=S)Nc2ccccc2N2CCOCC2)cc1	5.6
CCN(CC)CCNc1c2c(c(C#N)c3nc4ccccc4n13)CCCC2	-1.3
CC12CCC(C/C1=N\OC(=O)c1ccc(F)cc1)C2(C)C (stereo unspecified)	5.2
Cc1ccccc1CSCCC(=O)NCCC1=CCCCC1	3.3
Cc1cc(NC(=O)Cn2cc(C(F)(F)F)cc(Cl)c2=O)no1	1.6
CN(C(=O)c1ccc2c(c1)OCO2)C1(C(=O)NC2CCCCC2)CCCCC1	2.2
COc1cc(CN2CCC(C(=O)N3CCCC(C)C3)CC2)cc(Br)c1O (stereo unspecified)	-1.4
COc1ccc(OCC(=O)Nc2cccc(C(C)=O)c2)cc1	6.5
Cc1cc(NC(=O)NC(=O)c2ccc(F)cc2F)n[nH]1	-2.3
COc1ccc(NS(=O)(=O)c2ccc(NC(=O)c3ccc(N(C)S(C)(=O)=O)cc3)cc2)cc1	3.2
CCc1nnc(NC(=O)CSc2nccn2-c2ccccc2)s1	-4.1
COC(=O)C1=C(C)NC(=O)NC1c1cn(-c2ccccc2)nc1-c1cccs1 (stereo unspecified)	-4.0
COc1ccc(Cn2c(C)c(C)c(C#N)c2NC(=O)Nc2ccc(F)cc2)cc1	-6.7
Cc1ccccc1C(=O)NC(=S)Nc1sc2c(c1C#N)CCCC2	-4.5
CN(C)CCCN(C(=O)c1sc2ccccc2c1Cl)c1nc2c(F)cccc2s1	3.2
CCn1cc(/C=N\NC(=O)C2(C)CC2(Cl)Cl)c(C)n1 (stereo unspecified)	2.7
CCOC(=O)CSc1nnc(CNc2nc(-c3ccccc3)cs2)n1C	-0.6
Fc1ccc(CSc2nncn2NCc2ccc3c(c2)OCO3)cc1	6.6
Cn1c(COc2ccc(Br)cc2)nnc1SC1CCc2ccccc2C1=O (stereo unspecified)	-5.8
COc1ccc(CC(=O)NC(C)c2nnc(SCc3nc4ccccc4c(=O)[nH]3)n2C)cc1 (stereo unspecified)	2.0
O=C(NC(=S)NCc1ccccc1)c1ccc2c(c1)OCO2	0.7
O=C(Oc1cccc2c(O)cccc12)c1ccccc1	-7.1
O=C(Nc1cc2c(cc1Cl)OCCCO2)c1ccco1	7.5
O=C(CSc1cccc(C(F)(F)F)c1)Nc1cc(S(=O)(=O)N2CCCC2)ccc1Cl	7.3
CCOC(=O)c1c(NC(=O)CSc2nnc(C)s2)sc2c1CCCCC2	-1.9
CC(/C=C/c1ccc(N(C)C)cc1)=N\N=C(/N)SC1CC(=O)N(c2ccc(C(=O)O)cc2)C1=O (stereo unspecified)	-8.2
O=C(c1ccc(N2CCCC2=O)cc1)N1CCCCCC1	2.8
Cc1nn(Cc2ccccc2Cl)c(C)c1NC(=O)NC12CC3CC(CC(C3)C1)C2	-4.7
COC(=O)c1ccccc1NC(=O)CN1CCC(n2nnc3cc(F)ccc32)CC1	-0.7
Fc1cccc(Cl)c1Cn1nnc2c(NCc3ccccn3)ncnc21	-1.2
CCCCCCC(=O)NN1CCN(C)CC1	1.8
COCCCn1c(SCc2cccc(C(F)(F)F)c2)nc2cc(OC)c(OC)cc2c1=N	-2.3
CSc1nc(N)nc(SCC(=O)Nc2cccc(F)c2)c1C#N	3.6
O=S(=O)(NCc1cn2ccccc2n1)c1cc(F)ccc1F	-3.9
COc1cccc(-c2nnc(NC(=O)c3ccc(S(=O)(=O)N4CC(C)OC(C)C4)cc3)o2)c1 (stereo unspecified)	-1.9
O=C(CSc1ccccc1Cl)N1CCC(c2nc3ccccc3s2)CC1	-0.7

Filtered by structure: the entries above containing a thiophene ring, fused or not (7)
SMILES	PglD DTNB
CCC1CCCCN1C(=O)CSc1nnc(-c2ccc(Cl)s2)o1 (stereo unspecified)	-1.5
CC1=C(C(N)=O)C(c2cccs2)n2nc(-c3cccc(C)c3)nc2N1 (stereo unspecified)	5.8
COC(=O)Nc1sccc1C(=O)Nc1sccc1C(=O)OC	-0.1
COC(=O)C1=C(C)NC(=O)NC1c1cn(-c2ccccc2)nc1-c1cccs1 (stereo unspecified)	-4.0
Cc1ccccc1C(=O)NC(=S)Nc1sc2c(c1C#N)CCCC2	-4.5
CN(C)CCCN(C(=O)c1sc2ccccc2c1Cl)c1nc2c(F)cccc2s1	3.2
CCOC(=O)c1c(NC(=O)CSc2nnc(C)s2)sc2c1CCCCC2	-1.9
